HepG2 viability: kills HepG2 cells in TGF-b inhibitor counter-screen; 410,000 tested, 0.76% active; Potency, µM (titrated, usually from 46.1 µM), without a hit: top-dose activity change, negative = cytotoxicity, actives largely listed as cytotoxic; HepG2 CAGA-GFP viability, ATP luminescence, 18 h; also: potency is read from the fitted curve at half-maximal effect; some results filed as inactive show a strong effect at the top dose
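HepG2 CAGA-GFP cells (1000/well, DMEM with 1% FBS) received compound, then TGF-beta at 500 pg/mL final, and were incubated 18 hours at 37 degrees C. Viability was read by CellTiter-Glo luminescence. Media-only wells were set as complete cell-killing and DMSO as no toxicity.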
MCF10A rerep: DNA re-replication induction in MCF 10a cells; MCF 10A DNA re-replication, Hoechst nuclear intensity, 48 h; Potency, µM (top dose mostly 46.1 µM), for inactives: top-dose activity, positive = re-replication, most hits filed as activators; 350,000 tested, 2.9% active; also: potency is read from the fitted curve at half-maximal effect; % of control where 0% means no effect; nearly all actives have a fitted effect of over 50% in size
A549 tox: A549 cytotoxicity, counter-screen for Nrf2 inhibitors; A549 ARE-Fluc cells, CellTiter-Fluor viability, 18-24 h; Potency, µM (titrated, usually from 46 µM), inactives show at the top dose activity change, negative = cytotoxicity, usual class: inhibitors; 390,000 tested, 0.16% active; AID 504648; also: potency is read from the fitted curve at half-maximal effect; % is scaled to controls: 0 for no effect and ±100 for the full control effect
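A549 ARE-Fluc cells in 5% FBS OPTI-MEM, 5000 cells/well, rested 2 h then exposed to compounds in concentration-response for 18-24 h at 37 °C. Viability by CellTiter-Fluor fluorescence (Ex 405/Em 525) after 30 min; luciferase luminescence (BugLite, 15 min, RT) read afterwards.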
TGFb inhibitor: blocks TGF-b signaling | HepG2 CAGA-GFP TGF-b/SMAD3 reporter, GFP fluorescence, 18 h; TGF-beta stimulated, 500 pg/mL final | Potency, µM (top dose mostly 46.1 µM), inactives show at the top dose activity, negative = inhibition, most hits filed as inhibitors | 410,000 tested, 1.2% active | AID 588855; also: potency is read from the fitted curve at half-maximal effect; % is scaled to controls: 0 for no effect and ±100 for the full control effect; nearly all actives have a fitted effect of over 65% in size
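Per well, imaged GFP fluorescence of HEPG2 CAGA-GFP cells gives the signal; cells get compound, then TGF-beta (500 pg/mL final), 18 h at 37 degrees C; %Activity versus -TGF-beta and +DMSO controls.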
ATXN2 expr inh: ATXN2 expression inhibition | HEK-293 ATXN2-luciferase reporter, luminescence, 24 h | 360,000 tested, 0.72% active | Potency, µM (highest dose often 57 µM), without a hit: top-dose activity change, negative = inhibition, actives largely listed as inhibitors; also: potency is read from the fitted curve at half-maximal effect; % is scaled to controls: 0 for no effect and ±100 for the full control effect; nearly all actives have a fitted effect of over 55% in size
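qHTS (up to 57 uM final) was run with 24 h compound exposure of reporter cells at 37 °C. Each well was multiplexed: SteadyGlo luminescence measured ATXN2-luciferase expression after a fluorogenic Gly-Phe-AFC viability readout (25 uM final).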
Nrf2 block: blocks Nrf2 signaling; AID 504444; Potency, µM (series often up to 46 µM), for inactives: at the highest dose activity change, negative = inhibition, hits mostly inhibitors; 360,000 tested, 2.1% active; A549 ARE-Fluc reporter, luciferase luminescence, 18-24 h; also: potency is read from the fitted curve at half-maximal effect; % is scaled to controls: 0 for no effect and ±100 for the full control effect; nearly all actives have a fitted effect of over 60% in size
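Nrf2 activity is the BugLite luminescence, read 15 min after reagent at room temperature, following CellTiter-Fluor cytotoxicity readout (30 min, 37C). Compound titrations were applied for 18-24 h to 5000 A549 ARE_Fluc cells/well in 5% FBS OPTI-MEM.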
IL1B secr inh: inflammasome signaling inhibition, IL-1 beta readout. 360,000 tested, 4.7% active. activity change, % at 57.5 µM. THP-1 LPS/ATP IL-1B secretion, AlphaLISA, 16 h; stronger effect = lower value; in the data active = activity change below about -50%; inconclusive = mostly about -30% to -49%; also: % is scaled to controls: 0 for no effect and ±100 for the full control effect
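THP-1 cells pretreated 1 hr with compounds (up to 57.5 uM final), then stimulated with LPS (250 ng/mL final) plus ATP (1.25 mM final); secreted IL-1B measured by AlphaLISA after 16 hr, decreased signal indicating inhibition.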
S2 tox: viability counter-screen for ATXN expression inhibitors; 400,000 tested, 0.49% active; S2 cells (HEK-293 line with an ATXN2-luciferase reporter) viability, CellTiter-Fluor protease fluorescence, 24 h; Potency, µM (highest dose often 56.7 µM), most hits filed as cytotoxic; also: potency is read from the fitted curve at half-maximal effect; nearly all actives have a fitted effect of over 40% in size
Nrf2 activator: Nrf2 pathway activation; 410,000 tested, 0.31% active; AID 624171; Potency, µM (highest dose often 46.1 µM), inactives show at the top dose activation, usual class: activators; AREc32 ARE-luciferase reporter (MCF7-derived line), luminescence, 24 h; also: potency is read from the fitted curve at half-maximal effect; % of control where 0% means no effect; nearly all actives have a fitted effect of over 65% in size
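Each well held 1000 AREc32 cells, which were incubated with compound for 24 hr at 37 deg C after overnight attachment, and ARE reporter activity was quantified by firefly luciferase luminescence.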
* marks the source's active call; other numbers are inactive results; [ ] = remark or other dose. Unless noted, calls follow the shape of the dose curve; as a rule, active = well fitted curve in the direction sought with a large enough effect; inconclusive = small, poorly fitted or top-dose-only effect, or another doubt; inactive = no such curve, though single readings can be large; an effect the other way counts as inactive or inconclusive.

Screening O=C(CCn1cnc2ccccc2c1=O)Nc1cccc(Cl)c1Cl returned HepG2 viability 1%, MCF10A rerep -4%, A549 tox -1%, TGFb inhibitor -14%, Nrf2 block -14%, IL1B secr inh inconclusive, S2 tox 0.16µM* and Nrf2 activator -0.8%.
`Cc1ccc(OCC(=O)Nc2ccccc2Sc2ccc(Cl)cc2)c([N+](=O)[O-])n1` gave HepG2 viability 0%, MCF10A rerep inconclusive, A549 tox 2%, TGFb inhibitor -26%, ATXN2 expr inh -14%, Nrf2 block -25%, IL1B secr inh -5, S2 tox inactive and Nrf2 activator 3.3%.
For CCCOc1cccc(C(=O)Nc2cccc(NC(=O)c3ccc(C(C)(C)C)cc3)c2)c1 the results were HepG2 viability 4%, A549 tox 1%, TGFb inhibitor -9%, ATXN2 expr inh 31%, Nrf2 block inconclusive, S2 tox inconclusive and Nrf2 activator 7.2%.
For Clc1ccc(Cc2nnc(-c3cccs3)o2)cc1 the results were HepG2 viability -5%, MCF10A rerep 5%, A549 tox 20%, TGFb inhibitor -8%, ATXN2 expr inh 39%, Nrf2 block inconclusive, IL1B secr inh -24, S2 tox inactive and Nrf2 activator 4.1%.
`C[C@@H]1CN([C@@H](C)CO)C(=O)Cc2cc(NC(=O)Nc3cccc4ccccc34)ccc2O[C@@H]1CN(C)Cc1ccc(C(F)(F)F)cc1` gave HepG2 viability -12%, MCF10A rerep 13%, A549 tox -18%, TGFb inhibitor inconclusive, ATXN2 expr inh -32%, Nrf2 block inconclusive, S2 tox inconclusive and Nrf2 activator 0.6%.
Screening C[C@H](NC(=O)[C@H]1N2C(=O)c3ccccc3C2SC1(C)C)C(=O)NCc1ccncc1 (stereo not given in full) returned HepG2 viability -3%, MCF10A rerep 7%, A549 tox 0%, TGFb inhibitor -4%, ATXN2 expr inh -2%, Nrf2 block 6%, IL1B secr inh 6, S2 tox inactive and Nrf2 activator 0.3%.
COc1ccc(-n2nc(C(=O)N3CCN(c4ccccc4OC)CC3)c3c4ccccc4n(C)c3c2=O)cc1Cl was read as HepG2 viability -25%, A549 tox 15%, TGFb inhibitor 0%, ATXN2 expr inh 6%, Nrf2 block inconclusive, S2 tox inactive and Nrf2 activator 2.4%.
O=C(COC(=O)c1ccc([N+](=O)[O-])s1)NCc1ccccc1 was read as HepG2 viability 1%, MCF10A rerep -3%, A549 tox 3%, TGFb inhibitor 0%, ATXN2 expr inh 4%, Nrf2 block -10%, IL1B secr inh 6, S2 tox inactive and Nrf2 activator 0.1%.
For COc1ccc(C(=O)Nc2nc3nc(-c4ccccc4)cc(=O)n3[nH]2)cc1 the results were HepG2 viability -2%, MCF10A rerep 0%, A549 tox 6%, TGFb inhibitor -12%, ATXN2 expr inh 2%, Nrf2 block 7%, IL1B secr inh -3, S2 tox inactive and Nrf2 activator -0.7%.
O=C(NCC1COc2ccccc2O1)c1ccco1 (stereo not given) was read as HepG2 viability 7%, MCF10A rerep -1%, A549 tox 5%, TGFb inhibitor 4%, ATXN2 expr inh 10%, Nrf2 block inconclusive, IL1B secr inh -11, S2 tox inactive and Nrf2 activator 1.8%.
`Cc1nn(S(=O)(=O)c2ccc(Cl)cc2)c(C)c1S(=O)(=O)N1CCOCC1` gave HepG2 viability -39%, MCF10A rerep 1%, A549 tox 3%, TGFb inhibitor 2%, ATXN2 expr inh -4%, Nrf2 block 8%, IL1B secr inh 1, S2 tox inactive and Nrf2 activator -0.8%.
For CCOC(=O)Cn1nnnc1CN(Cc1ccccc1)Cc1cc2cc(CC)ccc2[nH]c1=O the results were HepG2 viability -59%, MCF10A rerep 10µM*, A549 tox -17%, TGFb inhibitor inconclusive, ATXN2 expr inh -13%, Nrf2 block inconclusive, IL1B secr inh -91*, S2 tox inactive and Nrf2 activator 3.7%.
COC(=O)c1ccc(C(=O)NC2CCCN(Cc3ccc(Cl)cc3)C2)nc1 (stereo not given) was read as HepG2 viability -11%, MCF10A rerep 4%, A549 tox 0%, TGFb inhibitor -17%, ATXN2 expr inh 1%, Nrf2 block 5%, IL1B secr inh 6, S2 tox inactive and Nrf2 activator 0.2%.
For CC(=O)Nc1ccc(S(=O)(=O)NCC(=O)OC(C)c2ccccc2Cl)cc1 (stereo not given) the results were HepG2 viability 8%, MCF10A rerep inconclusive, A549 tox -4%, TGFb inhibitor -2%, ATXN2 expr inh 11%, Nrf2 block 9%, IL1B secr inh 12, S2 tox inconclusive and Nrf2 activator 0.0%.
COc1ccc(-c2nc(-c3cccnc3)no2)cc1OC was read as HepG2 viability 12%, MCF10A rerep 1%, A549 tox -1%, TGFb inhibitor -8%, ATXN2 expr inh 45%[activator], Nrf2 block inconclusive, IL1B secr inh inconclusive, S2 tox inactive and Nrf2 activator 0.5%.
For CC(C)OCCCNC(=O)CNC(=O)c1cccs1 the results were HepG2 viability 8%, MCF10A rerep -1%, A549 tox -2%, TGFb inhibitor 2%, ATXN2 expr inh 3%, Nrf2 block 4%, IL1B secr inh 15, S2 tox inactive and Nrf2 activator -0.5%.
COc1ccc(-c2nc3cc(C(C)C)ccc3o2)cc1NC(=O)c1ccccc1[N+](=O)[O-] was read as HepG2 viability 9%, A549 tox -11%, TGFb inhibitor 9%, ATXN2 expr inh 97%[activator], Nrf2 block inconclusive, S2 tox inconclusive and Nrf2 activator 22%.
Screening CCOc1ccc(CCNC(=O)c2oc(=O)c3ccccc3c2-c2ccc(C)cc2)cc1OCC returned HepG2 viability -2%, A549 tox -5%, TGFb inhibitor inconclusive, ATXN2 expr inh -6%, Nrf2 block -16%, S2 tox inactive and Nrf2 activator 4.1%.
For CC(=O)NC(c1ccccc1)c1nc(-c2ccc(Cl)cc2)cs1 (stereo not given) the results were HepG2 viability -24%, TGFb inhibitor -3%, ATXN2 expr inh -1%, IL1B secr inh -13, S2 tox inactive and Nrf2 activator 5.4%.
For CCc1nnc(NC(=O)CSc2nnc(-c3cccnc3)n2CC)s1 the results were HepG2 viability -3%, MCF10A rerep -7%, A549 tox -2%, TGFb inhibitor -1%, ATXN2 expr inh 0%, Nrf2 block 2%, IL1B secr inh 23, S2 tox inactive and Nrf2 activator -0.5%.
COC(=O)c1ccccc1NC(=O)CNc1cc(Cl)ccc1N1CCOCC1 was read as HepG2 viability -2%, MCF10A rerep 1%, A549 tox -12%, TGFb inhibitor 2%, ATXN2 expr inh 5%, Nrf2 block inconclusive, IL1B secr inh -2, S2 tox inactive and Nrf2 activator -0.5%.
Screening COC(=O)/C(=C/c1cccnc1)NC(=O)c1ccccc1 returned HepG2 viability -11%, MCF10A rerep -10%, A549 tox -2%, TGFb inhibitor inconclusive, ATXN2 expr inh -16%, Nrf2 block -15%, IL1B secr inh 0, S2 tox inactive and Nrf2 activator 4.6%.
`COC(C[C@H](O)C[C@@H](O)COCc1ccccc1)OC` gave HepG2 viability 1%, MCF10A rerep inconclusive, A549 tox -7%, TGFb inhibitor 8%, ATXN2 expr inh -6%, Nrf2 block 14%, IL1B secr inh -3, S2 tox inactive and Nrf2 activator -0.4%.
`CC(=O)SCCC(=O)Nc1ccccc1` gave HepG2 viability 0%, MCF10A rerep 10%, A549 tox -2%, TGFb inhibitor -11%, ATXN2 expr inh 4%, Nrf2 block inconclusive, IL1B secr inh -14, S2 tox inactive and Nrf2 activator 0.4%.
Screening CCOC(=O)C1CCCN(C(=O)c2ccc(Cl)c(S(=O)(=O)N3CCCCC3)c2)C1 (stereo not given) returned HepG2 viability -21%, MCF10A rerep 17%, A549 tox 9%, TGFb inhibitor -24%, ATXN2 expr inh -17%, Nrf2 block 11%, IL1B secr inh -1, S2 tox inactive and Nrf2 activator 2.1%.
For O=S(=O)(Nc1nc2ccc(S(=O)(=O)N3CCCC3)cc2s1)c1ccc(F)cc1 the results were HepG2 viability 3%, MCF10A rerep 26%, A549 tox 0%, TGFb inhibitor -10%, ATXN2 expr inh -2%, Nrf2 block 15%, IL1B secr inh 28, S2 tox inactive and Nrf2 activator -0.6%.
`O=C(NC(=S)NNC(=O)[C@H]1C[C@@H]1c1ccccc1)c1cccc(F)c1` gave HepG2 viability -20%, MCF10A rerep 1%, A549 tox -3%, TGFb inhibitor -12%, ATXN2 expr inh 5%, Nrf2 block -16%, IL1B secr inh 31, S2 tox inactive and Nrf2 activator 2.5%.
`COC(=O)C1CCN(CC(=O)NC(=O)Nc2ccccc2F)CC1` gave HepG2 viability -86%, MCF10A rerep inconclusive, A549 tox 8%, TGFb inhibitor -5%, ATXN2 expr inh 13%, Nrf2 block 9%, IL1B secr inh -4, S2 tox inactive and Nrf2 activator -0.4%.

3 compounds drawn at random from the list so far:
COc1ccc(-c2nc3cc(C(C)C)ccc3o2)cc1NC(=O)c1ccccc1[N+](=O)[O-] was read as HepG2 viability 9%, A549 tox -11%, TGFb inhibitor 9%, ATXN2 expr inh 97%[activator], Nrf2 block inconclusive, S2 tox inconclusive and Nrf2 activator 22%.
`COC(=O)C1CCN(CC(=O)NC(=O)Nc2ccccc2F)CC1` gave HepG2 viability -86%, MCF10A rerep inconclusive, A549 tox 8%, TGFb inhibitor -5%, ATXN2 expr inh 13%, Nrf2 block 9%, IL1B secr inh -4, S2 tox inactive and Nrf2 activator -0.4%.
For CC(C)OCCCNC(=O)CNC(=O)c1cccs1 the results were HepG2 viability 8%, MCF10A rerep -1%, A549 tox -2%, TGFb inhibitor 2%, ATXN2 expr inh 3%, Nrf2 block 4%, IL1B secr inh 15, S2 tox inactive and Nrf2 activator -0.5%.

Screening results as filed in PubChem BioAssay.
